Source: PubChem BioAssay
Ecoli viability – bacterial growth inhibition, counter-screen for AddAB inhibitors; inhibition, % at 11.9 µM; E. coli V3065 growth, OD600 absorbance, 18 h; hit rate 0.27% among 330,000;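 active = inhibition above the campaign's mean inhibition across all tested compounds plus 3 SD, cut at about 9.9% in these data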;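 also: uninfected addAB+ strain grown without phage in ampicillin broth; 0% = DMSO wells and 100% = ciprofloxacin 0.95 µg/ml wells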
Tat transport – E. coli Tat transport inhibition; E. coli MC4100 TorA-mCherry Tat export, fluorescence; inhibition, % at 10 µM; hit rate 0.036% among 340,000; AID 488895;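 active = mean replicate inhibition at least 50% and at least half of replicates individually reaching 50%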;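 also: exported cargo escapes ClpAP degradation while cytoplasmic cargo is degraded and loses fluorescence; 0% = median of neutral control wells and 100% = median of NaSCN control wells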
AddAB inh – less growth of phage-infected E. coli with AddAB; E. coli expressing H. pylori AddAB, absorbance growth; inhibition, % at 11.9 µM; hit rate 0.29% among 330,000; in the data active = inhibition above about 12%;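 also: 0% = vehicle wells of infected cells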
CAL PDZ FP-1 – blocks peptide binding to human CAL PDZ domain | Q9HD26 | purified CAL PDZ, TMR-peptide fluorescence polarization, 1 h | inhibition, % at 20 µM | hit rate 0.02% among 330,000 | AID 504414;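 active = highest replicate inhibition of at least 40%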;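 also: plate controls were DMSO neutral control wells for no effect and unlabeled competitor peptide control wells for full effect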
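System: purified tagged CAL PDZ domain construct (CerCALP). Schedule: 1 h incubation at room temperature before polarization reading. Medium: 25 mM sodium phosphate pH 7.4, 150 mM NaCl, TCEP, IgG, Thesit. Read-out: percent inhibition from loss of millipolarization. Measured by: FP readout, S and P plane fluorescence. Probe or stimulus: fluorescent TMR peptide probe.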
Wnt bcat act – Wnt/beta-catenin pathway activation. Wnt/beta-catenin reporter cell assay, activator, plate reader. hit rate 1.2% among 300,000. activation, % at 9.35 µM; in the data active = activation above about 30%, passing the limit was not always enough;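 also: 0% = neutral control wells and 100% = positive control wells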
CAL PDZ FP-2 – CAL PDZ (human) peptide binding inhibition; purified CAL PDZ, TMR-peptide fluorescence polarization, 1 h; inhibition, % at 24.9 µM; AID 602252; Q9HD26; hit rate 0.92% among 300,000;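 active = mean inhibition of at least 30% with at least half of replicates also reaching 30%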;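 also: 0% = DMSO neutral control and 100% = excess unlabeled competitor peptide PRC23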
SR-BI DiI-HDL act – activators of SR-BI mediated HDL lipid uptake; CHO ldlA[mSR-BI] cells, DiI-HDL uptake fluorescence, 3 h; 100 = double the neutral-control signal; AID 504775; hit rate 0.096% among 320,000; activation, % at 12.5 µM;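 active = mean replicate activation of at least 60% and every replicate at or above 60%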;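 also: 0% = median plate neutral-control signal and 100% = twice that signal; values of inactives mirror those of a sister screen read the other way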
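Test system: SR-BI-overexpressing, LDLR-lacking CHO cells. Measured by: DiI fluorescence, bottom read. Medium: Ham's F12 with 0.5% BSA, HEPES 25 mM, pH 7.4. Timing: 3 h uptake period with compound, 37 °C.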
phage Ecoli inh – E. coli growth loss with phage present; growth absorbance; hit rate 0.26% among 360,000; inhibition, % at 11.9 µM; in the data active = inhibition above about 11%
SR-BI DiI inh – blocks mouse SR-BI lipid uptake from DiI-HDL; AID 488896; Q61009; hit rate 0.96% among 320,000; inhibition, % at 12.5 µM; ldlA[mSR-BI] CHO cells, DiI-HDL uptake fluorescence, 3 h;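 active = mean replicate inhibition of at least 70% and a set share of replicates each scoring 70 or more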;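 also: 0% = median of neutral control wells and 100% = median of positive control wells; values of inactives mirror those of a sister screen read the other way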
Target sequence (Q61009 whole entry, looked up): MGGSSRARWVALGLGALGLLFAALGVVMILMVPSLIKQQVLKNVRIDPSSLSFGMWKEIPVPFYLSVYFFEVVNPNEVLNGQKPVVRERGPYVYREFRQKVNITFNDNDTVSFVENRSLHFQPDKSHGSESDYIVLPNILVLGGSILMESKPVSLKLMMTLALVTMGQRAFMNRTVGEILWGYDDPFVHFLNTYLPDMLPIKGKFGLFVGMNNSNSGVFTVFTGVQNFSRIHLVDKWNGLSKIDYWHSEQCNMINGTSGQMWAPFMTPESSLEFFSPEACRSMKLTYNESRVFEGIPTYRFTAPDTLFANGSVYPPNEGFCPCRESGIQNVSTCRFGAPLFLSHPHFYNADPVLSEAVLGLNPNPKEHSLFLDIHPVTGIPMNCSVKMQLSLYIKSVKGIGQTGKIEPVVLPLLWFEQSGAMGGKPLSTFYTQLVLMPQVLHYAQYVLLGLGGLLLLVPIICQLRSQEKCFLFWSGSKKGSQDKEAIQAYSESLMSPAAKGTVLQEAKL
MITF act – activators of MITF-driven TRPM1 promoter activity in SK-MEL-5 cells. SK-MEL-5 TRPM1-promoter luciferase, 24 h; % of positive control, neutral wells = 0. activation, % at 12.5 µM. hit rate 0.75% among 300,000;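 active = mean activation of at least 80% with every replicate also reaching 80%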;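 also: 0% = neutral control wells and 100% = parthenolide positive control wells; values of inactives mirror those of a sister screen read the other way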
Numbers without * were called inactive; · = not tested or not shown. This is a random part of the collection (roughly 3.6% active in at least one column).

item	molecule	CAL PDZ FP-1	CAL PDZ FP-2	Wnt bcat act	Tat transport	phage Ecoli inh	SR-BI DiI inh	Ecoli viability	MITF act	SR-BI DiI-HDL act	AddAB inh
1	Cc1ccc(C(=O)NCCNC(=O)COc2ccccc2Cl)cn1	-2.3	7	-1	-3	2.5	·	0.1	3	·	4.2
2	O=C(Nc1ccc(C(=O)O)cc1)/C(=C\c1ccccc1)NC(=O)c1ccco1	-2.4	-2	-1	-4	-1.4	·	-1.5	1	·	4.1
3	CCOC(=O)C1CCN(C(=O)c2ccc3c(c2)S(=O)(=O)c2ccccc2C3=O)CC1	-0.3	-3	-3	2	0.7	·	-1.9	·	·	2.6
4	CCOC(=O)C1=c2/c(=C/c3ccncc3)c(N)c(C(=O)OC)n2C(=O)C(c2ccncc2)S1 (centres undefined)	0.1	-2	0	-4	4.5	8	-0.7	-1	-8	0.3
5	CCN(c1ccccc1)S(=O)(=O)c1ccc(C(=O)NCc2ccccn2)cc1	-2.0	-3	-4	4	1.3	2	·	2	-2	·
6	Cc1ccccc1NS(=O)(=O)c1cc2c(cc1C)NC(=O)CO2	-0.9	·	3	-1	3.0	6	1.7	·	-6	-0.3
7	CC(=O)c1ccc2c(c1)Nc1ccccc1S2	-0.4	-1	·	2	4.1	-2	4.3	-1	2	4.9
8	Cc1cc(C)nc(SC/C=C/c2ccccc2)n1	0.0	·	1	-12	0.5	-12	0.5	·	12	1.2
9	Cc1cc(S(=O)(=O)Nc2ccc(C(=O)NCC(c3ccco3)N3CCCCC3)cc2)ccc1F (centres undefined)	-3.2	-5	-1	-5	1.1	4	0.5	2	-4	1.8
10	CCCCn1c(N)c(N(CCC(C)C)C(=O)c2ccc(C)c(S(=O)(=O)N3CCOCC3)c2)c(=O)[nH]c1=O	-1.8	3	-2	20	0.7	11	1.7	-3	-11	4.1
11	CCCNC(=O)N1C2=NC(C(=O)OC)=C(C(=O)OC)[C@@H]3N(Cc4ccccc4)c4ccccc4[C@]23C[C@H]1CO	-1.3	2	-2	4	2.7	-23	0.2	-8	23	2.9
12	COc1cccc(NC(=O)c2ccc(-c3ccccc3[N+](=O)[O-])o2)c1	-1.9	-6	3	3	5.4	39	-2.2	35	-39	0.4
13	Cc1c(C(=O)OCC(=O)N(CC(C)C)c2c(N)n(Cc3ccccc3)c(=O)[nH]c2=O)oc2ccccc12	-1.0	4	1	-8	2.3	42	·	1	-42	·
14	CC(C)CCNC(=O)c1c(CSc2ccccc2)noc1C(=O)NCc1ccccc1	0.6	1	6	-6	3.7	-9	-0.7	-2	4	1.8
15	CCc1cccc(C)c1NC(=O)c1cc(=O)[nH]c2ccc(S(=O)(=O)N3CCOCC3)cc12	-2.3	-2	-4	-4	0.6	-6	0.3	-5	6	-1.0
16	c1ccc(C2CN3CCSC3=N2)cc1 (centres undefined)	0.6	-5	-3	-11	4.7	4	1.0	6	-4	-0.2
17	COCCNC(=O)CN1CCC(NC(=O)C(C)(C)C)CC1	-2.6	1	0	0	1.2	-13	-0.7	0	13	0.4
18	CCCN(CC(=O)Nc1ccccc1C)C(=O)COc1c(C)cccc1C	0.0	45*	-2	1	1.2	54	2.1	0	-54	2.1
19	O=C(NCc1ccco1)c1ccc(N2CCOCC2)c([N+](=O)[O-])c1	-1.9	-3	-1	4	4.6	·	0.1	9	·	3.5
20	CCCC(=O)C1=C(O)C(C(=O)OC)C(C)(C)CC1=Nc1ccccc1 (centres undefined)	-2.1	8	-1	2	0.2	·	-2.0	9	·	2.2
21	COc1ccccc1N1CCN(/N=C/c2cc(Br)ccc2F)CC1	0.7	-17	2	-3	1.7	10	2.9	40	-10	3.5
22	O=[N+]([O-])c1cccc(COc2cccc(CN3CCCC3)c2)c1	2.0	0	-4	-7	0.5	-6	·	1	6	·
23	COc1ccc(Cl)cc1NS(=O)(=O)c1cc(Br)cnc1N	-2.4	1	0	-2	1.8	31	-0.3	-1	-31	0.4
24	O=C(c1cnc(Cl)c(Cl)c1)N1CCN(S(=O)(=O)c2ccc(F)cc2)CC1	-0.6	·	-3	8	2.7	·	1.6	-6	·	3.5
25	O=C(CN1C(=O)c2ccccc2C1=O)Nc1ccccc1C(=O)N1CCCC1	-1.2	1	-5	4	3.4	·	0.2	6	·	2.5

Shown as a hit in CAL PDZ FP-2, among the entries above:
| entry | smiles | CAL PDZ FP-1 | CAL PDZ FP-2 | Wnt bcat act | Tat transport | phage Ecoli inh | SR-BI DiI inh | MITF act | SR-BI DiI-HDL act | AddAB inh |
| --- | --- | --- | --- | --- | --- | --- | --- | --- | --- | --- |
| 18 | CCCN(CC(=O)Nc1ccccc1C)C(=O)COc1c(C)cccc1C | 0.0 | 45* | -2 | 1 | 1.2 | 54 | 0 | -54 | 2.1 |

Excerpt, compounds 11 to 16
item	molecule	CAL PDZ FP-1	CAL PDZ FP-2	Wnt bcat act	Tat transport	phage Ecoli inh	SR-BI DiI inh	Ecoli viability	MITF act	SR-BI DiI-HDL act	AddAB inh
11	CCCNC(=O)N1C2=NC(C(=O)OC)=C(C(=O)OC)[C@@H]3N(Cc4ccccc4)c4ccccc4[C@]23C[C@H]1CO	-1.3	2	-2	4	2.7	-23	0.2	-8	23	2.9
12	COc1cccc(NC(=O)c2ccc(-c3ccccc3[N+](=O)[O-])o2)c1	-1.9	-6	3	3	5.4	39	-2.2	35	-39	0.4
13	Cc1c(C(=O)OCC(=O)N(CC(C)C)c2c(N)n(Cc3ccccc3)c(=O)[nH]c2=O)oc2ccccc12	-1.0	4	1	-8	2.3	42	·	1	-42	·
14	CC(C)CCNC(=O)c1c(CSc2ccccc2)noc1C(=O)NCc1ccccc1	0.6	1	6	-6	3.7	-9	-0.7	-2	4	1.8
15	CCc1cccc(C)c1NC(=O)c1cc(=O)[nH]c2ccc(S(=O)(=O)N3CCOCC3)cc12	-2.3	-2	-4	-4	0.6	-6	0.3	-5	6	-1.0
16	c1ccc(C2CN3CCSC3=N2)cc1 (centres undefined)	0.6	-5	-3	-11	4.7	4	1.0	6	-4	-0.2

Returning to the listing with the 2 entries that preceded the break.
item	molecule	CAL PDZ FP-1	CAL PDZ FP-2	Wnt bcat act	Tat transport	phage Ecoli inh	SR-BI DiI inh	Ecoli viability	MITF act	SR-BI DiI-HDL act	AddAB inh
24	O=C(c1cnc(Cl)c(Cl)c1)N1CCN(S(=O)(=O)c2ccc(F)cc2)CC1	-0.6	·	-3	8	2.7	·	1.6	-6	·	3.5
25	O=C(CN1C(=O)c2ccccc2C1=O)Nc1ccccc1C(=O)N1CCCC1	-1.2	1	-5	4	3.4	·	0.2	6	·	2.5
26	CC(Sc1nnc2ccccn12)C(=O)Nc1ccc2c(c1)OCCO2 (centres undefined)	-2.6	-3	2	13	2.1	-15	1.1	21	15	0.3
27	Cc1csc(NC(=O)C2CCCN2C(=O)Oc2ccccc2)n1 (centres undefined)	-3.0	-2	6	-2	2.6	-16	1.1	3	16	2.1
28	CC(OC(=O)c1cccnc1Cl)C(=O)Nc1ccc2c(c1)OCCO2 (centres undefined)	-2.2	-4	·	7	3.8	-6	1.6	-11	6	0.6
29	CC1=Nn2c(nnc2-c2ccccn2)SC1	-1.6	-2	·	-4	1.3	-8	-0.6	·	8	-1.7
30	COc1ccccc1C(=O)Oc1ccc(C(C)(C)C)cc1	-0.3	-4	-1	20	1.2	11	1.4	24	-11	3.6
31	COc1ccc(C(=O)Nc2nnc(Cc3cccs3)s2)cc1OC	-1.1	1	4	-17	0.2	18	0.0	-3	-18	0.6
32	CN(Cc1cnn(Cc2ccccc2)c1)C(=O)c1cccc(S(=O)(=O)N2CCOCC2)c1	0.3	4	-2	-1	-0.7	-4	-2.1	-21	4	1.6
33	CC(=O)N1c2ccc(S(=O)(=O)N3CCCC3C(=O)Nc3cccc(F)c3)cc2CC1C (centres undefined)	-0.2	9	-1	-2	-0.5	2	-1.1	2	-2	2.8
34	CCc1cc2c(N3CCN(c4nnc(CC)s4)CC3)ncnc2s1	-3.7	-5	·	9	·	29	-2.4	·	-29	2.4
35	O=C(Cc1ccccc1)NC1CCN(C(=O)NCc2ccccc2)CC1	1.0	-3	-4	2	0.3	-2	1.6	4	2	0.4
36	CCCC1CCC(c2ccc(OCC)cc2)=CC1=O (centres undefined)	-0.4	-3	53*	6	0.4	14	·	67	-14	·
37	Fc1ccccc1COc1ccc(Br)cc1CNCC1CCCO1 (centres undefined)	-0.1	·	-1	0	2.0	23	-0.8	1	-23	2.5
38	Cc1cc(C)cc(NC(=O)c2ccccc2CC[N+](=O)[O-])c1	0.8	-2	-6	7	-0.7	24	2.4	-10	-24	2.5
39	CCn1c(=O)n(CC)c2cc(S(=O)(=O)N3CCC(c4ccccc4)CC3)ccc21	-1.9	-1	·	7	-1.3	-31	-1.7	-14	31	-1.5
40	Cc1cccc(N2C(=O)N3[C@H](c4ccc(Br)cc4)[C@@H]4C(=O)N(C(C)(C)C)C(=O)[C@@H]4[C@]3(Cc3ccc(Cl)cc3)C2=O)c1	-1.1	0	-4	1	0.7	-17	-1.7	2	17	1.3
41	Cc1ccc(S(=O)(=O)N(CC(O)CN2CCOCC2)c2cc(Cl)ccc2Cl)cc1 (centres undefined)	-1.5	-4	·	-1	3.2	-2	-0.5	2	2	2.0
42	Cc1nc2c(-c3ccc(F)cc3)cnn2c(N)c1-c1ccc(F)cc1	-0.3	-4	14	-4	0.9	41	-1.2	52	-41	1.2
43	CS(=O)(=O)N(CC(=O)N1CCCC1)c1cccc(Cl)c1	-0.8	-2	·	0	2.9	-23	1.3	-6	23	0.0
44	COC(=O)c1ccc2c(=O)n(CCCCCC(=O)O)c(=S)[nH]c2c1	-1.9	-3	-2	0	3.4	2	2.4	-10	-2	2.9
45	Cc1cccc(NC(=O)C2C(c3ccccc3)C2(Cl)Cl)c1C (centres undefined)	0.2	-1	-4	0	3.5	-8	0.6	·	8	2.9
46	Cc1ccsc1/C=N/NC(=O)C1C(=O)NCC1c1ccccc1 (centres undefined)	·	·	0	·	1.9	·	-1.7	·	·	-1.4
47	O=C(O)CCCC(=O)Nc1ccccc1Oc1ccccc1	-0.2	1	-1	-7	4.0	11	-0.5	1	-11	0.6
48	O=C(Nc1ccccc1)c1cn(CCBr)cn1	-1.7	1	50*	13	-0.8	-25	-2.1	·	25	-0.2
49	C#CCOCCOCCOCCNc1nc(N2CCN(C(=O)[C@H](CCCCN)n3cc([C@@H](N)[C@H](C)CC)nn3)CC2)nc(N2CCN(C(=O)[C@H](CCC(=O)O)n3cc([C@@H](N)CCCCN)nn3)CC2)n1	-2.7	2	-1	11	-0.6	-1	-1.2	0	1	-3.4
